# Compound activity as filed in PubChem.
# TrxR1 inh = qHTS Assay for Inhibitors of Mammalian Selenoprotein Thioredoxin Reductase 1 (TrxR1): qHTS. Thioredoxin reductase 1, cytoplasmic (Rattus norvegicus), O89049. Potency, µM (series often up to 114 µM), inactives show top-dose activity change, negative = inhibition, most hits filed as inhibitors. 390,000 compounds, 1% hits. recombinant rTrxR1, NADPH fluorescence consumption, selenite substrate; further: on the % scale 0 is the no-effect control and ±100 the full control effect; nearly all actives have a fitted effect of over 65% in size
#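 Rat TrxR1 (90 nM in the dispensed reagent) was pre-reduced with 400 uM NADPH for 5 min at room temperature, then incubated with compound for 15 min. After 400 uM selenite was added, NADPH fluorescence (Ex 340/Em 450 nm) was followed for 8 min.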
# Pin1 inh = qHTS Assay to Find Inhibitors of Pin1; Peptidyl-prolyl cis-trans isomerase NIMA-interacting 1 (Homo sapiens), Q13526; Pin1 FP peptide displacement, HiFluor488, 10 min; 390,000 compounds, 0.009% hits; Potency, µM (doses to about 115 µM), inactives show top-dose activity, negative = inhibition, actives largely listed as inhibitors; AID 504891, 2011; active means well fitted inhibition curve with a large enough effect in the polarisation, with a control signal flat, not every such curve was filed as active; inconclusive means small, poorly fitted or top-dose-only effect, or effect the other way, or a change in a side signal; inactive means no such curve, though single readings can be large or run the other way; the % refers to the polarisation; further: on the % scale 0 is the no-effect control and ±100 the full control effect
# Target sequence (Q13526 whole entry, looked up): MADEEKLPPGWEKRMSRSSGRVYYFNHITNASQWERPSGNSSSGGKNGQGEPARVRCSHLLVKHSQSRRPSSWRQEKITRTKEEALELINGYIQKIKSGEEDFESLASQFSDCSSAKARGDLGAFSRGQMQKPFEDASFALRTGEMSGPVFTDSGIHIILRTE
# ALOX12 inh = Primary qHTS assay for inhibitors of human arachidonate 12S-lipoxygenase (ALOX12): Round 2; Potency, µM (titrated, usually from 108 µM), without a hit: at the highest dose activity change, negative = inhibition, most hits filed as inhibitors; Polyunsaturated fatty acid lipoxygenase ALOX12 (Homo sapiens), P18054; 580,000 compounds, 1.1% hits; purified 12hLO, xylenol orange hydroperoxide absorbance; further: on the % scale 0 is the no-effect control and ±100 the full control effect
#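 Purified human 12hLO (150 nM final) in 25 mM Hepes, 0.01% Triton X-100, pH 7.0 was preincubated 15 min at room temperature with compound. Then 40 uM arachidonic acid was added, 30 min. Hydroperoxide was read by Fe-XO absorbance ratio 573/405 nm.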
# HP1b binding inh = HTS for Inhibitors of HP1-beta Chromodomain Interactions with Methylated Histone Tails; AlphaScreen HP1-beta / biotin-H3K9me3 peptide binding; Chromobox protein homolog 1 (Homo sapiens), P83916; Potency, µM (highest dose often 114 µM), inactives show top-dose activity change, negative = inhibition, usual class: inhibitors; 390,000 compounds, 0.56% hits; further: nearly all actives have a fitted effect of over 70% in size; inactives centre near 23
# Target sequence (P83916 whole entry, looked up): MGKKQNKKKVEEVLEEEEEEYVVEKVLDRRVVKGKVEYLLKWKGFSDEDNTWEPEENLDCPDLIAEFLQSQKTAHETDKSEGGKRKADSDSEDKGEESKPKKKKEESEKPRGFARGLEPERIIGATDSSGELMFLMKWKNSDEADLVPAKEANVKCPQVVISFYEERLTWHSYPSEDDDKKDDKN
#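 HP1-beta protein (50 nM final) preincubated 30 min at room temperature with biotinylated H3(1-18)K9me3 peptide (50 nM) in PBS pH 7.4, 0.01% Tween-20, then compound added for 30 min. AlphaScreen streptavidin donor/nickel chelate acceptor beads (10 ug/mL final), 30 min dark, luminescence read.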
# GLS inhibitor = qHTS for Inhibitors of Glutaminase (GLS). Glutaminase kidney isoform, mitochondrial (Homo sapiens), O94925. GLS enzymatic activity, qHTS titration. Potency, µM (titrated, usually from 45.5 µM), for the others: at the highest dose activity change, negative = inhibition, actives largely listed as inhibitors. 410,000 compounds, 0.21% hits. AID 624170, 2012; further: on the % scale 0 is the no-effect control and ±100 the full control effect
#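 Enzyme dispensed in phosphate buffer (45 mM, pH 8.2, 0.02% Tween-20), compounds pinned in, then 1 mM L-glutamine solution and the glutamate oxidase–HRP–Amplex Red mix added; fluorescence read immediately and again after 30 min at room temperature.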
# JMJD2A Tudor = qHTS Assay for Inhibitors of JMJD2A-Tudor Domain. AlphaScreen JMJD2A-Tudor / H3K4me3 peptide binding. 390,000 compounds, 4.4% hits. Potency, µM (series often up to 114 µM), for inactives: at the top dose activity change, negative = inhibition, most hits filed as inhibitors. Lysine-specific demethylase 4A (Homo sapiens), O75164; further: on the % scale 0 is the no-effect control and ±100 the full control effect; nearly all actives have a fitted effect of over 50% in size
# ERG Ets-DNA blk = qHTS for Small Molecule Inhibitors of the ERG Ets/DNA interaction; Transcriptional regulator ERG (Homo sapiens), P11308; fluorescence polarization, His-ERG Ets domain / labelled DNA; Potency, µM (doses to about 76.9 µM), for inactives: top-dose FP activity, negative = inhibition, actives largely listed as inhibitors; 370,000 compounds, 0.028% hits; AID 624246, 2012; active means well fitted inhibition curve with a large enough effect in the polarisation, with a control signal flat; inconclusive means small, poorly fitted or top-dose-only effect, or effect the other way, or a change in a side signal; inactive means no such curve, though single readings can be large or run the other way; the % refers to the polarisation;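 further: polarization taken with two DNA probes labelled with fluorescein and Texas red; % of control where 0% means no effect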
# Target sequence (P11308 whole entry, looked up, the tested form may be a part): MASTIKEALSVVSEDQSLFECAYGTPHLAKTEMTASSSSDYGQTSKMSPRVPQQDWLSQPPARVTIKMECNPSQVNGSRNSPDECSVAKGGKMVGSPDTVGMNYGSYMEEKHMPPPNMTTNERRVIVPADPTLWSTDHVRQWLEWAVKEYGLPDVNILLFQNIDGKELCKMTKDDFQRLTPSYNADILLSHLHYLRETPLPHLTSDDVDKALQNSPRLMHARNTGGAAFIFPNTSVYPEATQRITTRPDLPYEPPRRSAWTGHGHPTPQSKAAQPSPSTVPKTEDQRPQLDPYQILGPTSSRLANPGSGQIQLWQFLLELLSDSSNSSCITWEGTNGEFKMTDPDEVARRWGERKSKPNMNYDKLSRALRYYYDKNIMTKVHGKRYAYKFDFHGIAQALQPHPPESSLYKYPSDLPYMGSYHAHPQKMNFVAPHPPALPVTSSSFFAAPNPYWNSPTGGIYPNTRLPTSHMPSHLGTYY
#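 His-tagged ERG Ets domain (1 uM in the protein solution; 300mM KCl, 50mM Tris-HCl, 1mM EDTA, 1mM DTT, pH 7.5) received compound, then a probe mix of 5 nM fluorescein-DNA and 100nM Texas-615-DNA. Fluorescence polarization was read for both dyes.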
# Tb PGK inh = qHTS Assay to Find Inhibitors of Phosphoglycerate Kinase. Potency, µM (series often up to 57.5 µM), for inactives: at the top dose activity change, negative = inhibition, actives largely listed as inhibitors. 380,000 compounds, 0.043% hits. PGK/GAPDH coupled, Kinase-Glo luminescence, 60 min. Phosphoglycerate kinase, glycosomal (Trypanosoma brucei brucei), P07378; further: on the % scale 0 is the no-effect control and ±100 the full control effect; nearly all actives have a fitted effect of over 60% in size
#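 Recombinant glycosomal PGK reaction used 1,3-bisphosphoglycerate generated in-well by GAPDH (100nM final) in 100mM TEA pH 7.6, 5mM MgCl2, 0.01% Tween-20. After 60 minutes at room temperature, ATP was read by Kinase-Glo Plus luminescence end-point.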
# RGS4 inhibitor = Inhibitors of Regulator of G Protein Signaling (RGS) 4: qHTS; Regulator of G-protein signaling 4 (Homo sapiens), P49798; Transcreener GDP fluorescence polarization, RGS4-accelerated GTP hydrolysis; Potency, µM (doses to about 114 µM), without a hit: at the highest dose activity change, negative = inhibition, hits mostly inhibitors; 390,000 compounds, 0.039% hits; AID 504845, 2011; further: on the % scale 0 is the no-effect control and ±100 the full control effect; nearly all actives have a fitted effect of over 75% in size; some results filed as inactive show a strong effect at the top dose
# Target sequence (P49798 whole entry, looked up): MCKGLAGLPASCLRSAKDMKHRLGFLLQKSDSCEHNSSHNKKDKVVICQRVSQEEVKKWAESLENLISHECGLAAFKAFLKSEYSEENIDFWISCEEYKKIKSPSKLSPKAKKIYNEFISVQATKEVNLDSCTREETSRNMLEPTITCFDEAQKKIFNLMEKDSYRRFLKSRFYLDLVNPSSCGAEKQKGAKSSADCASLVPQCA
#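 MLSMR compounds (23 nl, pin-transferred) preincubated 10 min at room temperature with a 500nM (2x) first reagent, then RGS4 at 900nM (2x) plus Transcreener GDP mix added; fluorescence polarization (620/688 nm) read before and after 90 min at 30 °C.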
# * hit, by the source's call; i = inactive; ? = inconclusive; nt = not tested or not shown; & = joins results of further samples; [ ] = another dose, or the depositor's remark. Unless noted, the call rests on the fitted dose curve; in most records, active means well fitted curve in the direction sought with a large enough effect; inconclusive means small, poorly fitted or top-dose-only effect, or another doubt; inactive means no such curve, though single readings can be large; an effect the other way counts as inactive or inconclusive. Potency means the concentration at half of the fitted maximal effect. Some of the compounds tested. The share of hits here may be higher or lower than overall.
TrxR1 inh	Pin1 inh	ALOX12 inh	HP1b binding inh	GLS inhibitor	JMJD2A Tudor	molecule	ERG Ets-DNA blk	Tb PGK inh	RGS4 inhibitor
7%[57.1 µM]	2%	1%	39%[activator]	0%	2%	CCC1CCCCN1C(=O)COc1cc(=O)n(C)c2ccccc12 (stereo unspecified)	4%	7%	-13%
-5%	2%	-50%	19%	-12%	1%[11.4 µM]	Cc1cc(NC(=O)CSc2nc3ccccc3[nH]2)no1	-7%	-3%	16%[11.4 µM]
1%	?	-16%	?	6%	?	COC(=O)CN1C(=S)N(c2ccc(OC)cc2)C(=O)/C1=C/c1ccc(N2CCOCC2)cc1	-2%	-4%	19%
22%	-6%	0%	9%	3%	-15%	CSC1=NCCN1C(=O)Cc1cccc2ccccc12	-9%	0%	14%
10%	-21%	6%	27%	3%	-11%	O=C(NC1CC2CCCC(C1)N2Cc1ccccc1)C1CCCCC1 (stereo unspecified)	0%	-14%	7%[56.9 µM]
38%[activator]	10%	14%	59%[activator]	-2%	-14%	COc1ccc(S(=O)(=O)N2CCc3ccccc32)cc1C(=O)Nc1cc(S(C)(=O)=O)ccc1Cl	5%	-4%	-21%
20%	-4%	?	?	-12%	?	COc1ccc(OC)c(S(=O)(=O)Oc2ccc(N)c3ccccc23)c1	-7%	-11%	-25%
17%	-11%	0%	24%	0%	-30%	COC(=O)c1cc(NC(=O)c2cc(C(C)(C)C)nn2Cc2cccc(C)c2)ccc1N1CCOCC1	0%	-8%	33%
4%	-4%	0%	23%	9%	-9%	Cc1ccc(C2C(C#N)=C(N)N(c3ncn[nH]3)C3=C2C(=O)CC(C)(C)C3)cc1 (stereo unspecified)	-2%	-5%	6%
10%	-2%	0%	59%[activator]	13%	-33%	Oc1ccc(-c2cc(-c3ccc(O)cc3)nc(-c3ccccc3)n2)cc1	6%	i	-33%[56.9 µM]
-11%	-2%	41%[activator]	10%	3%	-17%	O=C(NCc1ccco1)c1cc([N+](=O)[O-])cc([N+](=O)[O-])c1	nt	1%	43%
-11%	1%	-3%	23%	7%	-13%	CC(C)Cc1csc(NC(=O)c2ccccc2Cl)c1C(=O)O	3%	-8%	20%
8%	-7%	7%	35%	1%	-9%	CCCn1c(SCC(=O)Nc2ccccc2C(=O)NC2CC2)n[nH]c1=O	5%	i	5%
-6%	2%	-18%	35%	-2%	-12%	C/C(=N\NC(=O)c1ccc(CN2CCOCC2)cc1)c1ccc([N+](=O)[O-])cc1	11%	10%	-5%
10%	-1%	-1%	38%	-8%	-4%	C[C@H]1C(=O)N(C)CCN1C(=O)c1ccccc1OC1CCN(S(C)(=O)=O)CC1	-1%	0%	-5%
-13%	?	-19%	32%	8%	-14%	O=C(/C(C=Nc1cccc(C(F)(F)F)c1)=C(/O)c1ccco1)C(F)(F)F	-2%	-7%	20%
15%	3%	-4%	14%	5%	-8%	CCOc1ccccc1Oc1coc2cc(OC(=O)c3ccco3)ccc2c1=O	-3%	-4%	-20%
6%	-7%	0%	157%[activator]	-4%	91%[activator]	O=C(OCc1ccc(Cl)cc1)c1ccccc1C(=O)c1ccccc1	-10%	-1%	16%
31%	?	-3%	38%	1%	-17%	CCCCN1C(=O)/C(=C2/Sc3ccccc3N2C)S/C1=N\c1ncn[nH]1	-8%	-7%	-1%
5%	0%	-16%	11%	7%	-19%	CCC1CCCCN1CCCNC(=O)c1ccc2nc(N3CCC(C)CC3)sc2c1 (stereo unspecified)	-3%	-1%	22%

# In the list so far, these contain an aryl thioether with sulfur outside any ring:
TrxR1 inh	Pin1 inh	ALOX12 inh	HP1b binding inh	GLS inhibitor	JMJD2A Tudor	molecule	ERG Ets-DNA blk	Tb PGK inh	RGS4 inhibitor
-5%	2%	-50%	19%	-12%	1%[11.4 µM]	Cc1cc(NC(=O)CSc2nc3ccccc3[nH]2)no1	-7%	-3%	16%[11.4 µM]
8%	-7%	7%	35%	1%	-9%	CCCn1c(SCC(=O)Nc2ccccc2C(=O)NC2CC2)n[nH]c1=O	5%	i	5%

# Additional records.
TrxR1 inh	Pin1 inh	ALOX12 inh	HP1b binding inh	GLS inhibitor	JMJD2A Tudor	molecule	ERG Ets-DNA blk	Tb PGK inh	RGS4 inhibitor
14%	36%[activator]	?	16%	0%	-22%	O=C(Cc1cccs1)Nc1nnc(COc2ccccc2)s1	5%	-7%	34%
23%	-4%	40µM*	15%	9%	-13%	Cc1ccc(SCCN2CCN(C)CC2)cc1	-8%	10%	14%
29%	3%	-21%&0%	166%[activator]	0%	57%[activator]	COC(=O)c1cn(C(=O)c2ccccc2)c2ccccc12	11%	nt	-11%
-4%	3%	-6%	14%	3%	-22%	COCCCN(C(=O)c1ccco1)c1nc(-c2cc(OC)ccc2OC)cs1	2%	i	-20%
34%	-4%	-16%	41%	0%	0%	CCOc1ccc(-c2oc3ccc(C)cc3c(=O)c2O)cc1	1%	-10%	-12%
3%	-6%	28%&-8%	19%	-1%	-4%	CC1CCC2(CC1)NC(=O)N(CC(=O)Nc1ccc3c(c1)OCCO3)C2=O (stereo unspecified)	1%	3%	11%
-3%	18%	32µM*	16%	-6%	-24%	CN(C)/C=C/C(=O)c1cnc(-c2cccc(Cl)c2)s1	-16%	-6%	-21%
-20%	nt	?	0%	17%&1%	-14%	CC[C@@]1(O)C(=O)OCc2c1cc1n(c2=O)Cc2cc3c(CN(C)C)c(O)ccc3nc2-1	-3%	i	-14%
11%	-6%	-10%	20%	2%	-17%	CCc1ccccc1N(C)C(=O)C1CCCN(c2ncnc3c2nc2n3CCCCC2)C1 (stereo unspecified)	1%	i	13%
27%	1%	-6%	34%	16%	-4%	CN(CC(=O)Nc1ccc(S(N)(=O)=O)cc1)C1CCCCC1	-4%	i	-19%
0%[57.1 µM]	7%	-7%	-7%	5%	-19%	CCOC(=O)C1(Cc2ccccc2)CCN(Cc2cccc3c2OCO3)CC1	-11%	-4%	30%
3%	-3%	-22%	9%	5%	-12%	CCOc1ccccc1C(=O)NCC(=O)OCCCOC(=O)CNC(=O)c1ccccc1OCC	-6%	i	-4%
24%[57.1 µM]	3%	-17%	?	-15%	32µM*	Cc1cccc(-n2ccnc2SCC(=O)Nc2cccc3ccccc23)c1	0%	-8%	-22%
23%	-10%	10%	25%	-2%	-15%	CCOC(=O)c1c(N/C=C(\C#N)c2nc(-c3ccc(OC(C)=O)cc3)cs2)sc2c1CCC2	9%	i	-14%
20%	-8%	15%	-2%	1%	-15%	COc1ccc(S(=O)(=O)N2CCCC2CNC(=O)C(=O)NCc2ccccc2)cc1 (stereo unspecified)	-1%	i	-11%
2%[57.1 µM]	?	-16%	24%	10%	-30%	CCCCc1ccc(NC(=O)CSc2nc(=O)n3cc(C)ccc3n2)cc1	-9%	6%	7%
8%	11%	0%	-19%	11%	-31%	COc1cccc(C(=O)CSc2nnc(CNc3nc(-c4ccccc4)cs3)n2C)c1	-7%	2%	12%
?	8%	?	46%[activator]	10%	-16%	S=c1[nH]c2cc(Cl)c3cccnc3c2o1	6%	-4%	?
0%	-2%	3%	13%	7%	-6%	O=C1CCC(C(=O)Nc2cccc(S(=O)(=O)N3CCOCC3)c2)N1 (stereo unspecified)	1%	0%	18%
2%	3%	nt	11%	-1%	-14%	O=C(N/N=C/c1ccncc1)c1cccs1	3%	-5%	20%
14%	?	15%	0%	11%	-9%	CSc1nnc(C(C)(C)C)c(=O)n1/N=C/c1c(O)ccc2ccccc12	11%	9%	2%
-1%[57.1 µM]	7%	16%	27%	9%	-16%	CCn1ccnc1CN(C)Cc1cn[nH]c1-c1ccc(F)cc1F	-1%	3%	19%
13%	7%	-6%	26%	3%	-8%	O=C(CCCOc1ccccc1)NNC(=O)c1ccc(Cl)cc1	1%	7%	-1%
12%	-3%	-15%	17%	5%	-17%	CC(=O)Nc1cccc(C(=O)OCc2ccc([N+](=O)[O-])cc2)c1	7%	i	21%
22%	3%	6%	66%[activator]	-1%	-8%	Cc1ccc(-n2c(SCC(=O)O)nc3sc4c(c3c2=O)CC(C)(C)SC4)cc1	-1%	i	-40%
8%	0%	?	39%	-1%	-1%	CC(C)(C)c1cc(C(=O)NCCCn2ccnc2)cc(C(C)(C)C)c1	1%	-7%	-20%
15%	-2%	-19%	68%[activator]	4%	-10%	COc1cccc(C(=O)OCC(=O)NC(C)CCc2ccccc2)c1O (stereo unspecified)	4%	nt	-29%
25%	-6%	nt	46%[activator]	-2%	-4%	CCOCCCNC(=O)c1cc(-c2cccnc2)nc2ccc(S(=O)(=O)N3CCC(C)CC3)cc12	8%	-2%	2%
10%	-15%	?	11%	0%	-17%	COc1ccccc1-c1c(C(F)(F)F)oc2c(CN(C)C)c(O)ccc2c1=O	0%	-2%	3%
